# Source: PubChem (NCI)
# NCI-60 one-dose screen, 48 h, at 10 µM unless noted. Numbers give growth in % (100 = growth as untreated, 0 = no growth, -100 = all killed).
# MALME-3M: MALME-3M melanoma. 78,000 compounds, 5.8% hits
# MDA-MB-231: MDA-MB-231 breast cancer; 81,000 compounds, 5% hits
# LOX IMVI: LOX IMVI melanoma | AID 1794757 | 79,000 compounds, 7.4% hits
# SK-MEL-2: SK-MEL-2 melanoma; 77,000 compounds, 4.7% hits
# T-47D: T-47D breast cancer; 79,000 compounds, 5% hits; AID 1794792
# MCF7: MCF7 breast cancer. 82,000 compounds, 6.3% hits. AID 1794796
# HS 578T: HS 578T breast cancer | AID 1794788 | 78,000 compounds, 4.1% hits
# BT-549: BT-549 breast cancer. AID 1794793. 78,000 compounds, 4.4% hits
# * marks the source's active call; other numbers are inactive results; . = no result given; & = joins results of further samples. How the source made its calls: active means growth percent below 10; inactive means the rest.
SMILES,MALME-3M,MDA-MB-231,LOX IMVI,SK-MEL-2,T-47D,MCF7,HS 578T,BT-549
N#CC1C(=O)NC(=S)NC1c1ccccc1 (stereo unspecified),104,115,102,.,105,91,109,118
COc1cc(C(C)n2cc(-c3ccccc3)nn2)ccc1OC1CCCCC1 (stereo unspecified),88,78,63,93,59,50,91,69
O=c1c2cc(F)ccc2sc2c(NCCCNCCO)nc3ccc(F)cc3c12,85,-7.8*,-77*,97,70,48,61,84
CN1CCN(c2ccc(Nc3nc(NCCCNC(=O)c4ccc(Cl)cc4)c4sccc4n3)cc2)CC1,73,61,60,113,42,49,79,80
Cc1nc2ccccc2nc1SCc1nnc(Nc2ccccc2)s1,109,91,92,105,89,90,104,96
Oc1ccc(CNc2ccccc2)cc1,104,103,93,104,87,96,99,.
CCCCCCCOc1cccc(/C=C2/C(=O)N=C3SCCCN32)c1,82,66,45,83,0.9*,29,91,51
Nc1ccccc1Cn1c(=O)[nH]c2cnc(Nc3ccc(OCCN4CCOCC4)cc3)nc21,94,91,98,102,84,96,94,101
O=C(CN1CCN(c2ncnc3c2cnn3-c2ccccc2)CC1)Oc1ccccc1,100,93,78,92,69,72,88,86
COc1ccc(NC(=O)c2ccc3c(c2)NC(=O)[C@@H]2CCCN32)cc1,98,128,69,94,101,90,104,97
CCN(CC)CCn1c2ccc(OC)cc2c2sc3cc(OC)ccc3c(=O)c21,-27*,41,-75*,64,49,4.6*,46,62
Cn1cc(-c2nc(N)nnc2-c2c[nH]c3ccc(Br)cc23)c2cc(Br)ccc21,43,62,44,27,32,31,77,49
Cc1cc(=O)[nH]c(NNC(=S)Nc2ccccc2)n1,110,.,101,105,109,106,101,103
CN(C)c1ccc(/C=C(\C#N)C(=O)c2ccccc2)cc1,108,113,84,102,92,82,108,148
Cc1nn(-c2ccc(-c3ccccc3)cc2)c2ncnc(N)c12,94,72,87,95,57,74,96,85
O[C@@H](c1cc(C(F)(F)F)nc2c(C(F)(F)F)cccc12)[C@H]1CCCCN1,99,14,29,77,43,36,58,66
O=C(O)c1ccc(-n2cc(CNc3ccc(F)c(C(F)(F)F)c3)c(-c3ccc(F)cc3)n2)cc1,58,93,46,57,88,56,105,97
COc1cccc(-c2nc3sccn3c2-c2cccc(S(C)(=O)=O)c2)c1,129,93,89,115,99,80,99,103
O=C(Nc1ccc2c(c1)Cc1cc([N+](=O)[O-])ccc1-2)C(F)(F)F,110,92,85,107,98,97,113,101
COc1ccccc1NC(=O)C1CCC(=O)N1c1ccc(C)cc1 (stereo unspecified),101,97,102,101,87,96,99,118
CC(C)C(=O)N1CCCc2ccccc21,90,102,97,97,118,99,97,89
O=C1CC[C@@H](C(=O)N[C@H]2CSSC[C@@H](C(=O)N/C=C/c3ccc(O)cc3)NC(=O)[C@H](Cc3ccccc3)NC(=O)[C@@H]3CCCN3C(=O)[C@@H]3CCCN3C2=O)N1,115,99,94,94,78,97,94,120
CC1=CC(=O)C2=C(C)CC(OC(=O)c3ccccc3)[C@@H]3[C@H](OC(=O)[C@@H]3C)[C@@H]12 (stereo partly specified),108,102,102,110,105,95,106,98
CCCC(/C=C/C(C)C)(C(=O)OCC)C(=O)OCC,98,114,103,108,89,101,110,98
COc1cc(C2C3=C(COC3=O)Nc3cc4c(cc32)OCO4)cc2c1OCO2 (stereo unspecified),54,11,16,42,52,14,15,25
CCCCC1(CC)SCC(=O)NC1=O (stereo unspecified),.,100,93,113,109,109,120,111
CC(C)(CC(=O)O)c1ccccc1,110&88,113&113,98&105,95&113,104&102,110&89,108&103,.
Cn1cc(-c2nn3cc(-c4ccc(F)cc4)nc3s2)c2cc(Br)ccc21,88,77,85,94,61,67,82,96
CCCCCCC(=O)c1cccnc1,114,118,102,103,100,105,103,108
Fc1cccc(COc2cccnc2NC(=S)NCc2ccccc2)c1,105,93,98,89,75,97,92,108
CN(C)c1ccc(/C=c2\sc3nc4ccccc4n3c2=O)cc1,101,91,118,118,84,70,101,118
CC(Cc1ccccc1)(c1ccccc1)[N+](C)(C)C (stereo unspecified),104,104,94,92,97,103,119,96
COc1cc([C@@H]2c3cc4c(cc3[C@H](O)[C@H]3COC[C@@H]23)OCO4)cc(OC)c1OC,43,74,76,89,84,31,.,91
Cc1ccc(/C=N/NC(=O)c2cnc3n(c2=O)CCCCC3)cc1,101,93,94,117,110,89,104,104
O=C(NCCNCc1ccccc1)c1ccccc1,92,94,91,101,99,91,95,104
CC(=O)Nc1ccc(NC(=O)c2sc3nc4cc5c(cc4cc3c2N)OCCO5)cc1,92,96,97,102,94,87,103,89
COc1ccc2cc(C#Cc3ccc(-n4c(/C=C/c5cc(OC)c(OC)c(OC)c5)nc5ccccc5c4=O)c(C)c3)ccc2c1,.,70,56,92,65,81,106,79
Cc1ccc(Nc2nnc(-c3cc(-c4ccncc4)n(-c4ccccc4)n3)s2)cc1,75,19,58,92,64,80,62,65
CN1CCN(CCOc2ccc(-c3cnc4c(-c5cccc(F)c5)cnn4c3)cc2)CC1,61,48,.,98,57,37,78,93
Cc1ccc(N=Nc2c(S(=O)(=O)O)cc3cc(S(=O)(=O)O)c(N=Nc4ccc([N+](=O)[O-])cc4)c(O)c3c2N)cc1,115,98,98,104,99,92,97,115
O=C(NCCNc1nccc(-n2ccc3cccnc32)n1)C1CCCCC1,107,109,102,116,105,110,105,.
O=C(Oc1cccc2cccnc12)c1ccc(Cl)cc1,98,102,.,114,102,96,97,116
C=C(C[n+]1ccccc1)[C@@H]1CC[C@]2(COC(C)=O)CC[C@]3(C)[C@H](CC[C@@H]4[C@@]5(C)CC[C@H](O)C(C)(C)[C@@H]5CC[C@]43C)[C@@H]12,96,106,99,104,94,95,95,101
Cc1ccc(C(=O)COc2cccc(/C=C3\Oc4ccc(Cl)cc4C3=O)c2)cc1,92,87,104,74,94,72,91,97
CC1=CC2(C)NC(=O)C(C)C12 (stereo unspecified),101,108,103,102,102,96,102,117
O=S(=O)(O)C(O)c1ccncc1 (stereo unspecified),103,109,96,101,89,89,107,98
O=C(CCC(=O)N1CCOCC1)OCCCCCCSc1ccc([N+](=O)[O-])c2nonc12,-81*,-40*,-82*,-41*,-36*,-58*,-8.0*,-53*
O=C1Nc2ccccc2/C1=N/c1n[nH]c(=S)s1,121,100,76,112,83,88,89,134
Brc1ccc2ncccc2c1,95,105,100,103,106,112,.,103
CN1C(=O)C2(SCC(C(=O)NC(C)(C)CC(C)(C)C)N2C(=O)C2CCCCC2)c2ccccc21 (stereo unspecified),98,89,93,96,84,93,88,102
CCCc1ccccc1-c1cc(-c2ccccc2)on1,109,88,95,101,68,73,96,95
COc1ccc(-n2c(COc3ccc(F)cc3)n[nH]c2=S)cc1,115,89,104,33,101,107,108,181
CCOC(=O)c1nnn(Cc2cc(=O)oc3ccc4ccccc4c23)c1C,102,86,102,107,85,90,96,104
CCN(c1ccccc1)S(=O)(=O)c1ccc(Oc2ccccc2)c(N)c1,.,96,94&96,95&104,99&106,79&96,95&114,109
COc1cc(C2CC(=O)Nc3c(-c4ccc(Cl)cc4)nsc32)cc2c1OCO2 (stereo unspecified),81,100,89,86,76,93,83,74
NS(=O)(=O)c1ccc(N/C=C/C(=O)c2ccc(Cl)cc2)cc1,112,118,113,109,83,91,115,105
CCOC(=O)Nc1cc2c(c(N)n1)N=C(c1ccccc1)CO2,65,14,28,19,72,20,50,50
Cn1c(SCC(=O)c2ccc(-c3ccccc3)cc2)nc2ccccc2c1=O,108,90,94,108,71,61,96,104
CC(CC(=O)c1cc(Cl)ccc1O)CC(C)(C)C (stereo unspecified),100,121,103,74,.,120,102,127
Cc1ccc2c3c(cccc13)-c1ccccc1C2=O,110,96,98,97,85,97,94,106

# Following part:
SMILES,MALME-3M,MDA-MB-231,LOX IMVI,SK-MEL-2,T-47D,MCF7,HS 578T,BT-549
O=C1CC2C=CCN2C=C1NC(=O)C1CCCCC1 (stereo unspecified),78,108,97,101,84,92,105,117
CN1CCN(c2ccc(-c3cc4c(Nc5ccc(F)c(Cl)c5)ncnn4c3)cn2)CC1,50,77,85,109,96,77,77,105
CCCCn1c(=O)c(/C=C/c2cc(/C=C/c3cc4cc(OC)ccc4n(CCCC)c3=O)n(-c3ccccc3)n2)cc2cc(OC)ccc21,117,106,100,93,83,86,89,97
NS(=O)(=O)Oc1ccc2c(c1)O/C(=C\c1ccc(N3CCN(Cc4ccccc4)CC3)cc1)C2=O,89,89,91,102,64,94,103,91
C[n+]1cc[nH]c1CN(c1ccc(Cl)cc1)[C@@H]1c2cc(S(=O)(=O)N3CCCCC3)ccc2OC(C)(C)[C@H]1O,99,91,87,107,86,79,83,107
O=C1CC(c2ccccc2)Cc2nc3ccc(Br)cc3cc21 (stereo unspecified),39,13,32,45,67,61,.,6.5*
Oc1ccc(CCC2CCCC(CCc3ccc(OCCF)cc3)N2)cc1 (stereo unspecified),117,89,99,104,73,89,98,96
O=C(O)c1ccc(-n2cc(CO)c(-c3cc(C(F)(F)F)cc(C(F)(F)F)c3)n2)cc1,91,106,94,96,80,65,76,96
Nc1nc(N)c2cc(Sc3cccc(C(F)(F)F)c3)ccc2n1,31,45,17,69,45,24,40,50
c1nc(SC2=NCCN2)c2[nH]cnc2n1,47,38,6.5*,39,22,14,79,.
COc1ccc(C(=O)c2cc3c(N)c(C(=O)Nc4ccc(C)cc4)sc3nc2C)cc1,36,22,39,56,47,19,-1.4*,47
Cc1ccccc1N=C(N)N,.,112,110,107,119,105,101,100
O=S(=O)(NC1CC2CCC1C2)c1ccc2c(c1)C(=NO)c1cc(S(=O)(=O)NC3CC4CCC3C4)ccc1-2 (stereo unspecified),-79*,-22*,-90*,98,-0.5*,25,86,32
CC(C)Oc1nc(-c2cccnc2)nc2c1sc(=S)n2-c1ccccc1,111,86,93,100,90,96,103,107
Cc1ccc(C(=O)NN2C(=O)CSC2c2cccc([N+](=O)[O-])c2)cn1 (stereo unspecified),111,97,90,100,96,112,124,104

# 12 compounds out of the list, ordered by count of non-hydrogen atoms, largest number first.
SMILES,MALME-3M,MDA-MB-231,LOX IMVI,SK-MEL-2,T-47D,MCF7,HS 578T,BT-549
NS(=O)(=O)Oc1ccc2c(c1)O/C(=C\c1ccc(N3CCN(Cc4ccccc4)CC3)cc1)C2=O,89,89,91,102,64,94,103,91
Nc1ccccc1Cn1c(=O)[nH]c2cnc(Nc3ccc(OCCN4CCOCC4)cc3)nc21,94,91,98,102,84,96,94,101
COc1cc(C2C3=C(COC3=O)Nc3cc4c(cc32)OCO4)cc2c1OCO2 (stereo unspecified),54,11,16,42,52,14,15,25
O[C@@H](c1cc(C(F)(F)F)nc2c(C(F)(F)F)cccc12)[C@H]1CCCCN1,99,14,29,77,43,36,58,66
CCCCCCCOc1cccc(/C=C2/C(=O)N=C3SCCCN32)c1,82,66,45,83,0.9*,29,91,51
Nc1nc(N)c2cc(Sc3cccc(C(F)(F)F)c3)ccc2n1,31,45,17,69,45,24,40,50
CN(C)c1ccc(/C=C(\C#N)C(=O)c2ccccc2)cc1,108,113,84,102,92,82,108,148
CCCc1ccccc1-c1cc(-c2ccccc2)on1,109,88,95,101,68,73,96,95
O=C(NCCNCc1ccccc1)c1ccccc1,92,94,91,101,99,91,95,104
CC(CC(=O)c1cc(Cl)ccc1O)CC(C)(C)C (stereo unspecified),100,121,103,74,.,120,102,127
CC(C)C(=O)N1CCCc2ccccc21,90,102,97,97,118,99,97,89
O=S(=O)(O)C(O)c1ccncc1 (stereo unspecified),103,109,96,101,89,89,107,98

# (cont.)
SMILES,MALME-3M,MDA-MB-231,LOX IMVI,SK-MEL-2,T-47D,MCF7,HS 578T,BT-549
COc1cc(OC)c(-c2nc3ccccc3s2)c(OC)c1,101,81,93,102,.,83,98,108
Cn1c(=O)ccc2c(=O)c3c(ccc4ccccc43)oc21,104,114,109,.,90,81,104,109
CN1c2ccccc2Sc2cc(/C=N/Nc3nc4ccccc4s3)ccc21,93,99,114,102,80,77,110,115
Fc1cc(C(F)(F)F)ccc1-c1cnc(Cl)nc1NC1CCCCCC1,104,91,94,92,86,97,92,103
Nc1nnc(CSc2nnc3n(Cc4ccccc4)c(=O)c4c5c(sc4n23)CCCC5)s1,116,76,86,109,74,-31*,106,117
O=Cc1cc(Cl)ccc1O,108,102,110,121,103,110,133,134
CN1CCN(CC#CCn2c3c(c4ccccc42)C[C@]2(C)[C@H]4CC[C@@H]5[C@H]6[C@H]7OC(=O)[C@@]6(CCC7(C)C)CC[C@@]5(C)[C@]4(C)CC[C@H]2C3(C)C)CC1,113,43,.,118,104,68,101,89
N#Cc1ccccc1Cn1cc(CSc2nc3ccccc3o2)nn1,99,95,101,99,86,92,105,103
Cc1sc2nc(NCCCN)[nH]c(=O)c2c1C,91,84,97,.,82,93,.,89
O=C1c2cc(I)ccc2Oc2cc([N+](=O)[O-])ccc2N1c1ccc(Br)cc1F,94,95,95,97,98,94,90,.
Cc1ccc(NC(=O)/C=C/c2ccc(OCCOc3ccc4c(C)cc(=O)oc4c3)cc2)cc1,99,97,103,118,95,87,109,123
COc1cc(-c2nc(-c3ccccc3)[nH]c2-c2ccnc(NCCCNS(=O)(=O)c3cccc(F)c3)n2)ccc1F,96,94,86,105,67,83,103,128
O=C1CCCCN1CCCCC#Cc1cccc(C#Cc2cnccn2)c1,147,78,96,98,58,98,85,149
COc1cc(/C=C2/Oc3cc4occc4c(OC)c3C2=O)ccc1OCC(=O)Nc1ccc(S(=O)(=O)N=C(N)N)cc1,130,93,100,98,100,93,99,104
